Screening results (PubChem BioAssay)
miR122 inh = inhibitors of miR-122 in Huh7 cells; Huh7 miR-122 Renilla luciferase sensor, 48 h; neutral wells = 0, positive control = 100; activation (reporter increase), % at 12.5 µM; hit rate 0.3% among 340,000;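 active = mean replicate activation score at least 90 and every replicate individually at or above 90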;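 also: higher luciferase means less miR-122 activity so hits act as miR-122 inhibitors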
An asterisk follows results filed as active.

SMILES	miR122 inh
COc1ccccc1CN(C(=O)c1ccco1)C(C(=O)NC1CCCC1)c1ccncc1 (configuration not stated)	3.1
CS(=O)(=O)N(CCc1ccccc1)CC(=O)N1CCN(Cc2ccccc2)CC1	-6.3
Cc1ccc(-c2nc3sc4c(N)ncnc4c3c3c2CCCC3)cc1	-0.5
COc1cccc(-c2nc(-c3ccc4c(c3)-c3ccccc3S4(=O)=O)c(-c3ccccc3)[nH]2)c1OC	-3.6
N#CC1=C(N)C(C#N)(C#N)C(c2cccnc2)C2CC(c3ccccc3)CC=C12 (configuration not stated)	11.9
CCCN1Cc2cccc(C(=O)NCCCOC(C)C)c2C1=O	-0.4
O=C(C1CCN(C2CC(=O)N(c3ccc(Cl)cc3)C2=O)CC1)N1CCOCC1 (configuration not stated)	-0.2
COC(=O)C1=C(C)N(CC2CC2)C(=NCc2cc(OC)c(OC)c(OC)c2)N[C@H]1c1ccccc1	-6.0
COC(=O)CNC(=O)CN1C(=O)N(c2ccc(Cl)cc2)C(N(O)C(=O)Nc2ccc(Cl)cc2)C1(C)C (configuration not stated)	-0.2
COc1ccc(C(=O)O)cc1S(=O)(=O)Nc1cccc(C(F)(F)F)c1	-0.2
O=C(Oc1cc(-c2ccccc2)no1)c1cccc(C(F)(F)F)c1	2.2
Cc1nc(NC(=O)CCCC(=O)Nc2nc(C)c(C)s2)sc1C	-5.9
CC(C)(C)C(=O)Cn1c[n+](N)cn1	-5.7
COC(=O)c1nn2c(C(F)(F)F)cc(-c3ccc(Br)o3)nc2c1Br	-2.7
CCCCOc1ccc(C(=O)N2CCCCCC2)cc1	-5.3

An excerpt from above in order of the miR122 inh value, descending.
Compound | miR122 inh
COc1ccccc1CN(C(=O)c1ccco1)C(C(=O)NC1CCCC1)c1ccncc1 (configuration not stated) | 3.1
O=C(Oc1cc(-c2ccccc2)no1)c1cccc(C(F)(F)F)c1 | 2.2
COC(=O)c1nn2c(C(F)(F)F)cc(-c3ccc(Br)o3)nc2c1Br | -2.7
CCCCOc1ccc(C(=O)N2CCCCCC2)cc1 | -5.3
Cc1nc(NC(=O)CCCC(=O)Nc2nc(C)c(C)s2)sc1C | -5.9
CS(=O)(=O)N(CCc1ccccc1)CC(=O)N1CCN(Cc2ccccc2)CC1 | -6.3

Further structures:
SMILES	miR122 inh
COc1ccc(C(=O)N2CCc3cc(OC)c(OC)cc3C2c2cccc([N+](=O)[O-])c2)cc1OC (configuration not stated)	5.2
C=CCc1c(C)[nH]c(=S)c(C#N)c1C	-3.1
CC(=O)n1nc2nc(C)cc(C)c2c1N	-7.7
CCOC(=O)c1nnn(-c2nonc2N)c1-c1ccc(OC)cc1	-4.1
COc1ccc(C(C#N)N2CCOCC2)cc1 (configuration not stated)	-3.7
COC(=O)C1(C(=O)OC)Sc2ccccc2C1=O	1.5
COC(=O)c1cc(S(=O)(=O)N2CCOCC2)c(N2CCOCC2)cc1N1CCOCC1	-3.0
O=C(Cn1c(=O)n(CC2CCCO2)c(=O)c2ccccc21)c1ccccc1 (configuration not stated)	1.5
CCCOc1ccc2c3c(c(=O)oc2c1OCCC)CCCC3	1.0
CCOC(=O)c1ccc(NC(=O)CCC(CC)C(=O)O)cc1 (configuration not stated)	3.5
CCCS(=O)(=O)N1CCN(Cc2ccco2)CC1	-0.9
Cc1oc2ccc(O)c(CN3CCOCC3)c2c1C(C)O (configuration not stated)	-2.3
CCOC(=O)C1=C(C)Nc2nc(SC)nn2C1c1ccc(C(=O)OC)cc1 (configuration not stated)	-2.7
Cc1c(Cc2ccccc2)c(=O)oc2c(C)c(OCc3nn[nH]n3)ccc12	-1.3
CCNC(=O)CCCOc1ccc(Cl)cc1Cl	-2.8

Shown with bars between the fields: part of the list above
mol | miR122 inh
CC(=O)n1nc2nc(C)cc(C)c2c1N | -7.7
COc1ccc(C(=O)N2CCc3cc(OC)c(OC)cc3C2c2cccc([N+](=O)[O-])c2)cc1OC (configuration not stated) | 5.2
COC(=O)C1(C(=O)OC)Sc2ccccc2C1=O | 1.5
CCOC(=O)c1ccc(NC(=O)CCC(CC)C(=O)O)cc1 (configuration not stated) | 3.5
CCCOc1ccc2c3c(c(=O)oc2c1OCCC)CCCC3 | 1.0

Later entries:
SMILES	miR122 inh
Cn1nc(C(=O)Nc2ccc3c(c2)OCCO3)cc1C(=O)O	1.1
CCC(=O)Nc1ccc2nc(C3CC3)n(Cc3ccccc3)c(=O)c2c1	-2.4
Cc1cc(C(=O)OCC(=O)N2CC(=O)Nc3ccccc32)no1	-0.8
O=C1CCCc2ccccc2N1Cc1cccc(Cl)c1	-1.5
Cc1ccc(C2/C(=C(/O)c3cnn(-c4ccccc4)c3C)C(=O)C(=O)N2CCN2CCOCC2)o1 (configuration not stated)	-6.0
CC(=O)Nc1ccc2[nH]c3ccccc3c2c1	-8.0
COc1ccc(CCC(=O)Nc2nc3ccccc3[nH]2)cc1	12.0
Cc1ccc(NC(=S)NCCc2c[nH]c3ccccc23)cc1	18.1
COc1cc(CN2CCN(c3ccccc3F)CC2)cc(OC)c1O	-3.7
CCCCNCc1cc(OCC)c(OCC(N)=O)cc1Br	2.8
CC1(OC(=O)C2CCCC2)C(=O)C=C2C=C(c3ccsc3)N(CCc3c[nH]c4ccccc34)C=C2C1=O (configuration not stated)	-2.3
O=C(Nc1ccccc1C(=O)N1CCOCC1)c1noc2c1CCCC2	1.4
CCN(c1cccc(C(F)(F)F)c1)S(=O)(=O)c1ccc2c(c1)CCN2C(=O)C1CC1	2.9
O=C1COc2ccc(C(=O)COC(=O)c3ccc4ccccc4n3)cc2N1	3.8
O=C(CCc1ccccc1)Nc1nc2n(n1)C(c1ccc(Cl)cc1)CC(=O)N2 (configuration not stated)	1.9
CC(=O)Nc1ccc(S(=O)(=O)N[C@H](C(=O)O)C(C)C)cc1	-6.0
O=C(c1cccc(COCC(F)(F)C(F)F)c1)N1CCN(c2ccccc2)CC1	-1.1
Cc1ccccc1N1C(=O)c2cccc3c(N(C)CCO)ccc(c23)C1=O	-5.9
CC(=O)N(/N=C1\Sc2ccccc2C1=O)c1ccccc1	27.1
O=C(COC(=O)c1ccccn1)Nc1c(Cl)cccc1Cl	31.4
COCCCNC(=O)CCn1c(=O)c2ccccc2n(CC(=O)Nc2cc(Cl)ccc2C)c1=O	-4.7
COc1cc(C2Nc3cccc4cccc(c34)N2)cc(OC)c1OC(C)=O	3.2
COC(=O)C1=C(N)c2c(F)cccc2C1(C#N)c1ccc(F)cc1 (configuration not stated)	-2.2
C/C(CCc1ccco1)=N/NC(=O)CCC(=O)Nc1cccc(Cl)c1	-4.4
CCOC(=O)N1CCC(NC(=O)CCC(=O)N2CCOc3ccccc32)CC1	-6.0
Cc1ccc(C(=O)NNC(=O)C2CCCN(c3ncccn3)C2)cc1 (configuration not stated)	-7.8
O=S(CCc1ccncc1)Cc1ccccc1 (configuration not stated)	-2.9
CC(=O)C1=NN(c2ccccc2)C2(S1)S/C(=C\c1ccccc1)C(=O)N2c1ccccc1 (configuration not stated)	0.4
CCOC(=O)N1CCN(C(=O)c2c(O)c3cccc4c3n(c2=O)CC4)CC1	0.8
O=C(N/N=C/c1ccc([N+](=O)[O-])s1)c1ccncc1	5.1
COC(=O)c1nnn(-c2nonc2N)c1CSc1nc2ccccc2s1	-6.2
CCN(CC)CCNC(=O)c1ccccn1	-2.6
CC(=O)c1cccc(NC(=O)Cn2cnc(S(=O)(=O)N3CCOCC3)c2)c1	0.6
COc1cc2oc3ccccc3c2cc1N(CC(=O)N(C)C)S(=O)(=O)c1ccc(C)cc1	-5.3
O=C(c1ccco1)N1CCN(C(=O)C2CCCc3c2[nH]c2ccc(Cl)cc32)CC1 (configuration not stated)	8.5
CCc1nc(N)c(C#N)c(-c2cccc3ccccc23)c1C	4.6
O=C(Nc1ccccc1-c1ccccc1NC(=O)c1ccco1)c1ccco1	-2.0
CCOC(=O)c1cc2nc(-c3ccco3)cc(C(F)(F)F)n2n1	0.3
COC(=O)c1[nH]c2cc(C)ccc2c1NC(=O)CN1CCN(c2ccccc2OC)CC1	5.5
CN1CCN(c2ccccc2NC(=O)c2ccc(Br)o2)CC1	0.0
CCOC(=O)C1C(C#N)=C(N)OC(C)=C1c1ccncc1 (configuration not stated)	-3.4
Cn1c(N2CCN(c3ccccn3)CC2)nc2c1c(=O)n(Cc1ccccc1Cl)c(=O)n2C	-8.6
CCOC(=O)C1=C(C)NC(=O)NC1c1c(OCC(=O)N2CCCCC2)ccc2ccccc12 (configuration not stated)	-3.3
COc1ccc(/C=N/Nc2ccc([N+](=O)[O-])cc2)cc1Cn1cc([N+](=O)[O-])cn1	0.2
O=c1n(Cc2ccccc2)c2cc(Cl)cnc2n1Cc1ccccc1	3.8
CC1CC(C)CN(C(=O)COC(=O)c2ccc[nH]c2=O)C1 (configuration not stated)	0.8
O=C(CSc1nc2cc(Cl)ccc2s1)N1CCN(C(=O)c2ccco2)CC1	0.1
COc1ccc(C(C)=O)cc1CSc1nnc(C)s1	5.7
CC(C(=O)Nc1ccccc1Sc1ccccc1)N(c1ccccc1)S(C)(=O)=O (configuration not stated)	12.1
S=C(Nc1ccccc1)N1N=CCC1c1ccccc1 (configuration not stated)	-3.9
CCC1CCCCN1C(=O)CSc1nnc(CNC(=O)COc2ccc(Cl)cc2)o1 (configuration not stated)	-11.1
CCOC(=O)C(NC(=O)CC)(Nc1cc(C)on1)C(F)(F)F (configuration not stated)	1.8
c1csc(-c2ccc3ccccc3n2)c1	6.7
O=C(COc1cccc(Cl)c1)Nc1ccc(N2CCOCC2)cc1	-11.6
CC(C)CCC(C)N=Cc1c(O)n(Cc2ccccc2)c(=O)c2ccccc12 (configuration not stated)	-0.9
CN(C)C(CN1C(=O)C2CC=CCC2C1=O)c1cn(C)c2ccccc12 (configuration not stated)	4.3
O=C(c1cccc(Cl)c1)N(Cc1cccs1)C1CCS(=O)(=O)C1 (configuration not stated)	6.0
O=C(CSc1nc2ncccc2[nH]1)c1ccc(F)cc1	1.2
O=[N+]([O-])c1ccccc1S(=O)(=O)N1CCN(S(=O)(=O)c2ccc3c(c2)OCCO3)CC1	-0.7
CC(C)C[C@H](NC(=O)c1nc[nH]c1C(=O)N[C@@H](CCCCN)C(=O)OC(C)(C)C)C(=O)OC(C)(C)C	-1.3

(next part)
SMILES	miR122 inh
CC(C)CCn1nnnc1C(c1ccc(F)cc1)N1CCN(C(=O)c2ccco2)CC1 (configuration not stated)	16.6
Cc1cc(C)c2c3c(sc2n1)C1(CCSCC1)C(C#N)=C(N)O3	0.3
Cc1ccc(N2C(=O)CC(N3CCN(C4CCc5ccccc5C4)CC3)C2=O)cc1 (configuration not stated)	-3.1
Cc1ccc(C2CN(c3ccccc3)CC2C(=O)c2ccc(F)cc2)cc1 (configuration not stated)	4.4
CN1CCN(c2nc3c(c(=O)n(C)c(=O)n3C)n2CCSc2nc3ccccc3s2)CC1	-0.8
COc1ccc(-n2cnc3cc(NC(=O)c4ccco4)ccc32)cc1	14.7
Cc1c(NC(=O)C2Cc3ccccc3CN2C(=O)c2ccco2)c(=O)n(-c2ccccc2)n1C (configuration not stated)	-8.1
Cc1ccc(CSc2nnc(-c3cccs3)n2C)cc1	2.6
Cc1[nH]c(=O)[nH]c(=O)c1S(=O)(=O)N1CCN(c2cccc(Cl)c2)CC1	-2.5
COc1cc(S(=O)(=O)N2CCC(N3CCCCC3)CC2)ccc1-n1cnnn1	-1.2
CCC(C)(C(=O)NC1CCCC1)N(C(=O)CNC(C)=O)c1ccccc1 (configuration not stated)	-0.3
O=c1[nH]c(-c2ccccc2O)nc2c1CCCC2	0.7
COC(=O)c1cccc(NC(=O)CCSc2ccc(Cl)cc2)c1C	-1.6
COc1ccc(OCc2cnc(Cl)s2)cc1	-5.9
CCOC(=O)C(=O)/C(C#N)=C/Nc1ccc(F)cc1	1.1
CC(=O)N1CCN(CCN=CC2=C(O)CC(c3cccs3)CC2=O)CC1 (configuration not stated)	9.2
COc1ccc(OCC(=O)OCC(=O)NCc2ccco2)cc1	1.3
COCCn1c(-c2ccc(OC(F)(F)C(F)C(F)(F)F)cc2)nc2c1c(=O)[nH]c(=O)n2CC(C)C (configuration not stated)	0.8
C=CCn1c(=N)n(CC(=O)OCC)c2ccccc21	4.8
Cn1c(=O)c2cc(S(=O)(=O)NCCC(=O)NCC3CCCO3)ccc2n(C)c1=O (configuration not stated)	-7.0
COc1ccc(OC)c(C(C(=O)NCc2ccco2)N(C(=O)Cn2nnc3ccccc32)C(C)C)c1 (configuration not stated)	1.8
O=C(CN1CCc2ccccc2C1)c1cccs1	-0.3
Cc1ccc(CSc2sc(C(=O)c3ccccc3)c(N)c2C#N)cc1	1.9
CCOC(=O)C(NC(C)=O)(Nc1ccc(F)cc1)C(F)(F)F (configuration not stated)	-2.4
Cc1ccccc1C(=O)N1CCC(C(=O)Nc2cccc(F)c2)CC1	-15.3
CCN1CCN(C(=O)CCc2ccc(S(=O)(=O)NCCc3ccccc3)cc2)CC1	15.8
O=C(COc1ccc2ccccc2c1)N1CCN(c2ccccc2O)CC1	-5.1
CCCCOC(=O)C1CCC[C@@H](C)N1 (some centres not stated)	4.9
N/C(=N\OC(=O)c1ccc(Br)cc1)c1ccccc1	0.7
COc1ccc2c(c1)c(=O)oc1cc(OCC(=O)NC3CC3)ccc12	3.1
CCOC(=O)c1ccc(NC(=S)NCCc2ccccc2)cc1	-3.1
Cc1cc(C)cc(-n2c(SCC(=O)NCc3ccco3)nc3ccccc3c2=O)c1	2.5
COc1cc(NCCCCCCCN)c2ncccc2c1	-9.9
COc1ccccc1N1CCN(CC(=O)Nc2ccc(C)c(F)c2)CC1	-2.7
O=c1[nH]c2cc3c(cc2cc1CN(CCCO)Cc1nnnn1Cc1ccc(F)cc1)OCO3	-4.5
CCC1Oc2ccccc2N(CC(=O)NCCN2C(C)CCCC2C)C1=O (configuration not stated)	-0.6
CCOc1ccc(C(=O)C2CCN(CC(=O)Nc3ccccc3N3CCOCC3)CC2)cc1	-5.0
Cc1nc(-c2ccccc2)sc1-c1n[nH]c(=S)n1C	8.1
Cc1ccc(-n2c(CNc3ccc(F)cc3)nnc2SCC(=O)N2CCOCC2)cc1	-2.6
CN=CC1=C(O)CC(C)(C)CC1=O	13.8
CCN(CC)C(=O)CSc1nc2ccccc2c(=O)n1CC1CCCCC1	1.3
COc1cccc(C(c2nnnn2Cc2ccco2)N2CCN(c3cccc(C)c3C)CC2)c1OC (configuration not stated)	21.5

Only part of the results is shown; rates above refer to the full screens.
